TRb-SRC2 inh: TRbeta-SRC2 interaction inhibition | P10828 | TRbeta-SRC2 peptide binding, fluorescence polarization; receptor liganded with 1 µM T3 | Potency, µM (series often up to 106 µM), for inactives: at the highest dose activity change, negative = inhibition, usual class: inhibitors | 280,000 compounds, 0.065% hits | AID 1469;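 also: plate controls were bound peptide for no effect and peptide without receptor for full effect; nearly all actives have a fitted effect of over 50% in size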
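Human TRb ligand-binding domain (0.6 uM) is mixed with 20 nM Texas Red SRC2 peptide and 1 uM T3; after compound addition and 5 hr at ambient temperature, polarization is measured and normalized to unbound and bound controls.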
TR SRC2 fluor cs: alters Texas Red total fluorescence, flagging assay interference. TRb/SRC2 Texas Red total fluorescence interference. Potency, µM (titrated, usually from 106 µM), for the others: at the top dose fluorescence change, negative = quenching. 280,000 compounds, 0.29% hits; active = well fitted curve in either direction with a large enough effect; inconclusive = small, poorly fitted or top-dose-only effect
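Human TRb ligand-binding domain at 0.6 uM with 20 nM Texas Red SRC2 peptide in Tris buffer containing 1 uM T3 and 5% DMSO, incubated with compound 5 h at ambient temperature. Total fluorescence (555/632 nm) calculated as parallel + 2 × perpendicular.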
ALDH1A1 inh: inhibitors of human aldehyde dehydrogenase 1A1 | Purified ALDH1A1, NADH fluorescence, propionaldehyde substrate | Potency, µM (series often up to 75.3 µM), without a hit: at the top dose activity, negative = inhibition, most hits filed as inhibitors | P00352 | 220,000 compounds, 7.3% hits; active = well fitted inhibition curve with a large enough effect, not every such curve was filed as active; inconclusive = small, poorly fitted or top-dose-only effect, or another doubt; inactive = no such curve, though single readings can be large or run the other way;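 also: plate controls were no enzyme wells and a reference inhibitor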
L3MBTL1 inh: L3MBTL1 (human) inhibition. Potency, µM (doses to about 57.1 µM), inactives show at the top dose activity, negative = inhibition, usual class: inhibitors. 230,000 compounds, 0.66% hits. AID 485360. AlphaScreen L3MBTL1–H3K9me1 peptide binding; also: nearly all actives have a fitted effect of over 60% in size
Target sequence (Q9Y468 whole entry, looked up): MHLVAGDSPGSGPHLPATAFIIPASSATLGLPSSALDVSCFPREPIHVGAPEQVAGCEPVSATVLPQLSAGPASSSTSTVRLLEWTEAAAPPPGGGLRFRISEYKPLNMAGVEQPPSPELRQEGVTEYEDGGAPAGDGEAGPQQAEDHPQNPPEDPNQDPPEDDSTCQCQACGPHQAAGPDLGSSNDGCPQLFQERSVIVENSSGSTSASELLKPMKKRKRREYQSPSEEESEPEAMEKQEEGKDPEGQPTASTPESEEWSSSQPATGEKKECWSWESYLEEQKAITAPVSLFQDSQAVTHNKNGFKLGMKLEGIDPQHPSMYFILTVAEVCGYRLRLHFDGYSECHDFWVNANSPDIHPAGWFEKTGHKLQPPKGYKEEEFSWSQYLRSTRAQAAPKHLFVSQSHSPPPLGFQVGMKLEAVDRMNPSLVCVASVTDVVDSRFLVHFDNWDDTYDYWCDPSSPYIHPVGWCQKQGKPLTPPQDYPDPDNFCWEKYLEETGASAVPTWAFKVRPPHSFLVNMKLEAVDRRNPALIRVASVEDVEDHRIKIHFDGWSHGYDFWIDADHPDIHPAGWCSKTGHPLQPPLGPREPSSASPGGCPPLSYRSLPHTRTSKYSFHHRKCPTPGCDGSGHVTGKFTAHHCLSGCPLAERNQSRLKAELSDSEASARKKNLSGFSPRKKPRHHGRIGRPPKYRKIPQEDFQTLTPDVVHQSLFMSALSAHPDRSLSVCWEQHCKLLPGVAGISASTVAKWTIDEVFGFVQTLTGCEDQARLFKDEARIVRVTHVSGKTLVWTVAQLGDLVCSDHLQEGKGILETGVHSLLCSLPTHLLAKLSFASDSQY
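Read-out is AlphaScreen signal from streptavidin donor and nickel chelate acceptor beads (10 ug/mL final each) bridging L3MBTL1 (50 nM) and biotinylated K9-monomethylated H3(1-15) peptide (75 nM), after 30 min compound exposure at room temperature.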
GLA spleen mod: alpha-galactosidase A (human) modulation | human spleen homogenate, 4MU-alpha-Gal fluorescence, 40 min | P06280 | 240,000 compounds, 0.008% hits | Potency, µM (top dose mostly 80 µM), for the others: at the highest dose activity change, negative = inhibition, most hits filed as inhibitors | AID 2107;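 also: 0% = enzyme with vehicle and -100% = no enzyme basal signal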
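Fluorogenic readout (Ex 365/Em 440 nm) of 4-methylumbelliferone released from 1 mM 4-MU-alpha-galactoside by spleen homogenate, 40 min at 37C, pH 5.0. Data normalized to no-enzyme and enzyme controls; Hill-equation AC50 from compound titrations.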
Tau fibril ThT: tau fibrillization inhibition (ThT binding). AID 1460. P10636. 270,000 compounds, 2.1% hits. recombinant tau K18 P301L, heparin-induced fibrillization, ThT fluorescence. Potency, µM (top dose mostly 57.4 µM), for inactives: top-dose activity, negative = inhibition, usual class: inhibitors; also: nearly all actives have a fitted effect of over 55% in size
Target sequence (P10636 561-689 P618L limits assumed): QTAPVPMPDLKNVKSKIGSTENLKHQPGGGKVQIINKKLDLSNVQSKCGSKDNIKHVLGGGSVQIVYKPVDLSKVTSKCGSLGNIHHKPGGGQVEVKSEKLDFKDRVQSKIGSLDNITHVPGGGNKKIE
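ThT emission at 510 nm, taken 1 hr after adding 30 uM dye, quantifies aggregates formed when 20 uM heparin acts on human tau K18 P301L for 6 hr at 37 C.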
Tau FP inhib: blocks human tau fibril formation measured by polarization; P10636; K18 P301L tau heparin fibrillization, Alexa594 FP, 6 h; Potency, µM (top dose mostly 57.7 µM), for inactives: at the top dose activity, negative = inhibition, most hits filed as inhibitors; 280,000 compounds, 0.39% hits; AID 1468; also: nearly all actives have a fitted effect of over 55% in size
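K18 P301L tau (15 uM unlabeled/0.24 uM Alexa 594-labeled, final) + compound + heparin 20 uM final; 100 mM NaOAc pH 7; 6 hr 37 C; ThT 30 uM final added, 1 hr RT; FP ex 555/em 632 nm.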
Tau fluor counter: counter-screen for tau fibril formation inhibitors | tau K18 P301L Alexa594 fluorescence, heparin fibrillization | Potency, µM (highest dose often 57.7 µM), without a hit: at the top dose activity change, negative = decrease | 280,000 compounds, 0.93% hits; also: nearly all actives have a fitted effect of over 55% in size
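Human tau K18 P301L (15 uM unlabeled, 0.24 uM Alexa 594-labeled) in 100 mM sodium acetate pH 7 with 20 uM heparin, 6 hr at 37 C. ThT 30 uM added, 1 hr ambient; Alexa 594 FP and total fluorescence read at 555/632 nm.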
The depositor's hits bear a star; ? = inconclusive; / = no result given; [ ] = another dose, or the depositor's remark. Unless noted, calls follow the shape of the dose curve; as a rule, active = well fitted curve in the direction sought with a large enough effect; inconclusive = small, poorly fitted or top-dose-only effect, or another doubt; inactive = no such curve, though single readings can be large; an effect the other way counts as inactive or inconclusive. Unless noted, % is scaled to controls: 0 for no effect and ±100 for the full control effect; potency is read from the fitted curve at half-maximal effect.

SMILES	TRb-SRC2 inh	TR SRC2 fluor cs	ALDH1A1 inh	L3MBTL1 inh	GLA spleen mod	Tau fibril ThT	Tau FP inhib	Tau fluor counter
CC(=O)Nc1ccc(Nc2c(CCC(C)C)c(C)c(C#N)c3nc4ccccc4n23)cc1	-2%	1%	/	/	/	11%	-3%	-6%
COc1ccc(Cl)cc1NC(=O)c1oc2ccc(S(=O)(=O)N3CCCCC3)cc2c1C	-1%	-3%	/	/	/	12%	0%	-9%
Cc1ccc(NC(=O)CC(=O)Nc2ccc(C)cc2)cc1	-2%	-1%	4%	0%	5%	8%	2%	11%
CCN(CC)S(=O)(=O)c1cccc(NC(=O)COc2ccc(F)cc2Br)c1	7%	-1%	0%	/	5%	-5%	?	?
Cc1ccc(C#CC(C)(O)C(C)(C)C)cn1 (stereo unspecified)	5%	-1%	/	3%	11%	-6%	-2%	-5%
O=C(Nc1ccc(F)cc1)[C@H](Cc1ccccc1)N1Cc2ccccc2C1=O	0%	-3%	/	/	/	2%	-6%	-13%
Cc1ccc(C)c(NC(=O)CN2CCCN(Cc3cccc(Cl)c3)S2(=O)=O)c1	6%	-1%	/	/	/	-8%	8%	-12%
COCCn1nnnc1CN1CCC(NC(=O)Nc2cccc(OC)c2)CC1	-16%	0%	-8%	-3%	5%	-8%	-5%	-9%
Cc1ccc(S(=O)(=O)CCC(=O)Nc2ccc3c(c2)OCO3)cc1	-24%	-2%	-14%	-10%	-2%	0%	3%	-3%
O=C(O)/C=C/C(=O)Nc1ccc(S(=O)(=O)N2CCCC2)cc1	?	-5%	22µM*	/	-10%	-5%	1%	-5%
CN1C(=O)/C(=C\c2ccc(-c3ccccc3)o2)SC1=S	3%	3%	?	-21%	-12%	?	3%	-19%
Cc1cc(C)c(NC(=O)C2CCCN2CCOC(=O)c2ccccc2)c(C)c1 (stereo unspecified)	1%	-1%	?	6%	-1%	?	5%	-3%
COc1ccc(N2CCN(C(=O)C3COc4ccccc4O3)CC2)cc1 (stereo unspecified)	-1%	-2%	3%	/	5%	-18%	9%	-22%
Cn1c(=O)c2c(nc(CN3CCC(Cc4ccccc4)CC3)n2CCN2CCOCC2)n(C)c1=O	-8%	2%	-4%	-22%[11.4 µM]	-3%	-3%	6%	4%
CCCCN1C2=C(C(=O)CCC2)C(c2ccc(Cl)c(Cl)c2)C2=C1c1ccccc1C2=O (stereo unspecified)	0%	1%	3%	0%	2%	?	-7%	-21%
COc1ccc(-c2oc3ncn4nc(COc5ccccc5)nc4c3c2-c2ccc(OC)cc2)cc1	-4%	-7%	?	2%	3%	1%	-9%	-2%
COc1nc(NC(C)C)nc(N(C#N)CN2C(=O)c3ccccc3S2(=O)=O)n1	-2%	-1%	/	/	8%	/	-8%	-1%
O=C(Nc1ccc(Br)cc1)c1cccnc1N1CCCCC1	-9%	-3%	-9%	/	-3%	-17%	4%	-26%
O=C(NCc1ccccn1)C(C(=O)c1ccc(F)cc1)n1ccccc1=O (stereo unspecified)	-5%	-1%	13%	8%	5%	-5%	-3%	1%
Fc1ccc(N2CCN(Cc3nnc(-c4ccccc4)o3)CC2)cc1	3%	7%	9%	-2%	-6%	-4%	11%	-4%
O=c1ccnc(Nc2ccc3c(c2)OCCO3)[nH]1	3%	-6%	-9%	/	-4%	3%	-6%	-5%
Nn1c(SCC(=O)NC(=O)NCc2ccccc2)nnc1C1CC1	1%	0%	?	-3%	7%	-12%	0%	-2%
Brc1ccccc1C1=Nn2c(nnc2-c2ccccc2)SC1	6%	2%	?	-4%	8%	-9%	-1%	-11%
O=C1CS/C(=N/N=C/c2ccco2)N1Cc1ccc(F)cc1	-5%	-9%	/	/	-17%	/	-1%	-19%
COc1ccc(C(=O)NC(c2ccccc2Cl)c2cc(Cl)c3cccnc3c2O)cc1 (stereo unspecified)	-1%	-3%	/	/	/	-2%	3%	-20%
Cc1nn(C)c(C)c1CNC(=O)Nc1cccc(Cl)c1C	0%	-1%	5%	/	-1%	-3%	-5%	-8%
O=C1c2ccccc2C(=O)N1CCCON1C(=O)c2ccccc2C1=O	-5%	-2%	-8%	13%	0%	3%	-8%	2%
CCS(=O)(=O)c1ccc(O)c(NC(=O)COc2ccccc2)c1	-10%	-2%	?	-1%	-9%	-8%	3%	-5%
COc1cc(C(=O)N=c2sc3ccccc3n2C)cc(OC)c1OC	-4%	-4%	?	3%	0%	-12%	1%	-3%
CSc1nc2sc3c(c2c(=O)[nH]1)CCC3	0%	-3%	?	8%	5%	-13%	6%	-3%

One compound at a time, as listed above. Order of values: TRb-SRC2 inh | TR SRC2 fluor cs | ALDH1A1 inh | L3MBTL1 inh | GLA spleen mod | Tau fibril ThT | Tau FP inhib | Tau fluor counter
`CSc1nc2sc3c(c2c(=O)[nH]1)CCC3` across the screens: 0% | -3% | ? | 8% | 5% | -13% | 6% | -3%
`Cc1nn(C)c(C)c1CNC(=O)Nc1cccc(Cl)c1C` across the screens: 0% | -1% | 5% | / | -1% | -3% | -5% | -8%
`COc1ccc(-c2oc3ncn4nc(COc5ccccc5)nc4c3c2-c2ccc(OC)cc2)cc1` across the screens: -4% | -7% | ? | 2% | 3% | 1% | -9% | -2%
`Fc1ccc(N2CCN(Cc3nnc(-c4ccccc4)o3)CC2)cc1` across the screens: 3% | 7% | 9% | -2% | -6% | -4% | 11% | -4%
`O=C(NCc1ccccn1)C(C(=O)c1ccc(F)cc1)n1ccccc1=O` (stereo unspecified) across the screens: -5% | -1% | 13% | 8% | 5% | -5% | -3% | 1%

New compounds follow
SMILES	TRb-SRC2 inh	TR SRC2 fluor cs	ALDH1A1 inh	L3MBTL1 inh	GLA spleen mod	Tau fibril ThT	Tau FP inhib	Tau fluor counter
Cc1oc(S(=O)(=O)N2CCCCC2)cc1NC(=O)Nc1ccc(F)cc1	-1%	-6%	/	11%	3%	2%	-12%	?
COCc1cc(C)n(CC(=O)Nc2cccc(C(C)=O)c2)c(=O)c1C#N	-4%	4%	/	/	/	1%	2%	5%
c1ccc(-c2ccc(-c3nccc4ccccc34)[nH]2)cc1	-2%	1%	/	26%	?	?	5%	?
O=C(CSCc1c(F)cccc1Cl)NCC1CCCO1 (stereo unspecified)	1%	-1%	3%	5%	0%	-1%	0%	4%
O=S(=O)(Nc1ccncc1)c1ccccc1	0%	1%	9%	-3%	9%	0%	0%	7%
Cc1ccc(C(=O)Oc2cccc(-n3cnnn3)c2)cc1	-10%	1%	-3%	37%	-13%	10%	0%	9%
Cc1cc([C@](C)(N)C(=O)O)ccc1P(=O)(O)O	-2%	1%	-3%	/	10%	-7%	4%	-2%
CN1C(=O)C(O)(c2nnc(-c3ccccc3)o2)c2ccccc21 (stereo unspecified)	2%	-2%	6%	/	3%	-6%	0%	1%
CCCC(=O)N1c2nc(C(C)C)nn2C2(CCCCC2)[C@@H]2CCCC[C@@H]21	2%	-11%	/	/	/	-10%	6%	-8%
Cc1ccc(C(O)(C(=O)NNc2ccccn2)c2ccc(C)cc2)cc1	4%	-2%	-7%	9%	6%	-10%	4%	-13%
Cn1ccnc1SCC(=O)N(C1CCCCC1)C1CCCCC1	-6%	-5%	-16%	/	-13%	-15%	8%	-4%
CC(C)c1ccccc1NC(=O)C1CN(S(=O)(=O)c2ccccc2)CCN1S(=O)(=O)c1ccccc1 (stereo unspecified)	0%	8%	-16%	2%	3%	8%	0%	-1%
COC/C=C/C1=CC2=CC(=O)C(C)(OC(=O)c3cnc4ccccc4n3)C(=O)C2=CN1C1CCCCC1 (stereo unspecified)	1%[11.2 µM]	-1%[11.2 µM]	-4%[13.5 µM]	-12%	6%[17.5 µM]	?	1%[11.6 µM]	-9%[11.6 µM]
Cc1ccc(C2/C(=C(/O)c3cnn(-c4ccccc4)c3C)C(=O)C(=O)N2CCCN2CCOCC2)o1 (stereo unspecified)	-1%	0%	/	/	3%	?	?	-29%
CCCC(O)(c1ccc(OC)cc1)C(CN1CCOCC1)c1ccccc1 (stereo unspecified)	-1%	1%	-1%	/	-11%	-7%	9%	-8%
Cc1nc(SCc2ccc(O)c([N+](=O)[O-])c2)n[nH]1	-14%	0%	0%	7%	8%	-16%	3%	-8%
CCOc1ccc(NC(=O)c2oc3ccccc3c2NC(=O)Cc2cccs2)cc1	5%	-1%	/	/	/	-2%	-12%	?
COC(=O)C(C)(C)ONC(=O)Nc1ccccc1[N+](=O)[O-]	-1%	1%	5%	-5%	-3%	5%	3%	10%
Cc1ccc(CNC(=O)CN(Cc2cccs2)C(=O)C2(C)CC(=O)N=C3C=CC=CN32)cc1 (stereo unspecified)	0%	-6%	?	4%	25%	2%	4%	4%
CCc1nnc(SCc2nc(-c3ccc(OC)c(OC)c3)oc2C)c2cc3sc(C)cc3n12	4%	-1%	/	/	/	?	?	1%
N/C(COc1cccc(C(F)(F)F)c1)=N\NC(=O)c1cccnc1Oc1ccccc1	-2%	1%	3%	13%	-2%	-8%	-5%	-14%
COC(=O)[C@@]1(Cc2ccc(F)cc2)[C@H]2c3cc(C(=O)N(C)C)n(Cc4ccc(Cl)c(C(F)(F)F)c4)c3C[C@H]2CN1C(=O)c1ccccc1	4%	6%	0%	/	0%	-15%	-4%	-10%
COc1cccc(-c2nc(-c3ccc(-c4ccccc4)nc3OC)no2)c1	8%	3%	/	/	/	?	-6%	-17%
COc1ccc(C(C)C)cc1S(=O)(=O)NCCc1c(C)[nH]c2c(Cl)cccc12	-23%[53 µM]	-77%[53 µM]	/	/	/	?	2%	?
COc1ccc(Cl)cc1NC(=O)C1CCCN(S(=O)(=O)c2ccc3c(c2)CCCC(=O)N3)C1 (stereo unspecified)	-10%	?	/	/	/	-13%	4%	-20%
CCN1CCCC1CNC1=NCCCCC1 (stereo unspecified)	-14%	-1%	1%	4%	-7%	-6%	9%	-9%
Cc1ccc(Cn2c(=N)n(CC(=O)c3ccc([N+](=O)[O-])cc3)c3ccccc32)cc1	2%	-1%	-1%	10%	-7%	?	-6%	-28%
CCOc1cc(N2CCOCC2)c(OCC)cc1NC(=O)Cc1ccccc1	1%	-1%	/	-11%	5%	-11%	10%	-16%
CN(C)c1nc(SCc2ccccc2)nc(N2CCOCC2)n1	3%	-2%	?	21%	-10%	-6%	-4%	-13%
